# Screening data deposited in PubChem BioAssay by several laboratories.
# HUVEC tox IL1B: HUVEC cytotoxicity counter-screen, IL-1B stimulated; HUVEC cell count loss, Hoechst imaging; cell count reduction, % at 2 µM; 0.41% of 94,000 active; AID 845;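 active means cell count reduction more than 3 SD above the screen-wide mean, cut at about 70% in these data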;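 further: normalized per plate to untreated control cells as the no-loss baseline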
# cytoskel mod: modifiers of cytoskeleton assembly; HUVEC TNFa F-actin phalloidin imaging, high content; inhibition, % at 2 µM; 0.18% of 91,000 active; AID 836;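 active means inhibition above the batch mean plus 3 SD and confirmed as a hit by visual image inspection, cut at about 30% in these data, passing the limit was not always enough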; further: strong numbers were not always called active
# sEH inh: blocks human soluble epoxide hydrolase activity; P34913; recombinant human sEH enzymatic activity assay; inhibition, % at 2 µM; 0.34% of 91,000 active; AID 707; in the data active means inhibition above about 80%; further: values of inactives mirror those of a sister screen read the other way; many of its hits are not listed in these tables
# TNFa cytotox: HUVEC cytotoxicity counter-screen, TNF alpha stimulated; 0.17% of 93,000 active; HUVEC TNFalpha-stimulated, Hoechst cell count, imaging; cell count reduction, % at 2 µM;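 active means cell count reduction exceeding the screen mean by over 5 SD, scaled to untreated wells per plate, cut at about 78% in these data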;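 further: cells counted after 24 h of TNF alpha exposure following the 1 h pretreatment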
# PLK1 kinase inh: blocks human PLK1 kinase activity | P53350 | recombinant PLK1 kinase, TR-FRET peptide phosphorylation | inhibition, % at 10 µM | 0.53% of 97,000 active | AID 619;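 active means inhibition of 50% or more in the single-concentration screen; inactive means inhibition below 50%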;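 further: 0% = DMSO max control and 100% = H-89 dihydrochloride min control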
# Target sequence (P53350 whole entry, looked up): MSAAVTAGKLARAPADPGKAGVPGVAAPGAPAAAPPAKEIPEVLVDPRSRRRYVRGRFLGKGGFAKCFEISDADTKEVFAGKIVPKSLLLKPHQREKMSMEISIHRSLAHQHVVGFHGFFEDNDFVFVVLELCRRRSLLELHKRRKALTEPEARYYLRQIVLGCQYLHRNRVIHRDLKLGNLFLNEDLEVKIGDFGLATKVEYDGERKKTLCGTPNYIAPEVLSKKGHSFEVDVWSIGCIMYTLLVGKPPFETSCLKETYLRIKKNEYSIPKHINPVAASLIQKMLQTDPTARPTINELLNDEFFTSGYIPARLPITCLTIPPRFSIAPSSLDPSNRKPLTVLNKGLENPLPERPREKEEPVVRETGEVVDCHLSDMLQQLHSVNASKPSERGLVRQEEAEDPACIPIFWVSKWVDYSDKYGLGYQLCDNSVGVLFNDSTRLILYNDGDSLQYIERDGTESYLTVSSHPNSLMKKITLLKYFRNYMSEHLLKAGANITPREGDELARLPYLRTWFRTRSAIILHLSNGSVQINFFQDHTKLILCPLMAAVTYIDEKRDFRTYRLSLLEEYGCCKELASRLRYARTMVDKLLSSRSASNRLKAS
# DAT uptake mod: human DAT dopamine uptake with cocaine, either direction | B-score at 10 µM | Q01959 | 1.3% of 110,000 active | LLC-PK1 hDAT cells, [14C]-dopamine uptake with cocaine IC80; actives deviate in either direction;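 active means Z score or B-score, a plate-position-corrected score, falls beyond the plate's 99.7% confidence bounds, in either direction; inactive means both scores lie inside the 99.7% bounds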;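 further: scored against the spread of the other compound wells on the same plate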
# PLK1 PBD inh: blocks phosphopeptide binding to human Plk1 polo box domain. Plk1 PBD phosphopeptide binding, fluorescence polarization. 0.13% of 97,000 active. inhibition, %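 (tested at about 20 µM)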. P53350; in the data active means inhibition above about 34%, passing the limit was not always enough
# Ecoli WT expand: blocks growth of wild type E. coli BW25113. OD600 absorbance. growth inhibition, % at 100 µM. 0.15% of 98,000 active. AID 710;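 active means growth inhibition above about 50% at one test dose, limit read from the data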;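 further: growth measured after 20 h incubation at 37 °C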
# VCAM1 TNFa inh: reduces TNF alpha induced VCAM1 expression in HUVEC | HUVEC TNFa-induced VCAM-1 immunofluorescence, high-content imaging | inhibition, % at 2 µM | 0.48% of 95,000 active | AID 802;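 active means inhibition above the batch mean plus 3 SD, with images confirmed as a hit by eye, cut at about 37% in these data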;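 further: 0% = TNF-stimulated DMSO wells and 100% = unstimulated control wells; not every result past the cut was called active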
# The depositor's hits bear a star; / = not tested or not shown.
SMILES,HUVEC tox IL1B,cytoskel mod,sEH inh,TNFa cytotox,PLK1 kinase inh,DAT uptake mod,PLK1 PBD inh,Ecoli WT expand,VCAM1 TNFa inh
CC1(C)NC(=O)N(CCOCCOc2cccc(Oc3ccccc3)c2)C1=O,-17,-11,4,4,-8,1.1,3,6,15
CCCc1nnc(SCC(=O)N2CCOCC2)n1CCCOC,30,25,-4,-26,-6,-1.4,-13,2,11
O=C(/C=C/c1cccc(Cl)c1)Nc1ccncc1,18,-8,-9,38,-6,0.8,-31,-7,-19
COc1ccc2[nH]c(C)c(CCN3C(=O)C4C5C=CC(C5)C4C3=O)c2c1 (stereo unspecified),2,-3,-2,-30,-20,/,9,2,16
Cc1ccccc1S(=O)(=O)Nc1nc2ccccc2nc1NCCO,5,/,-16,-28,-10,1.1,7,-1,9
N#Cc1c(N)oc(-c2ccc3c(c2)OCO3)c1-c1ccc2c(c1)OCO2,-6,-4,2,12,-9,0.00033,-36,-3,10
O=S(=O)(Nc1ccc(N2CCOCC2)cc1)c1ccc(Cl)s1,-5,-3,2,-10,-14,0.25,-10,12,-3
Cc1ccc(C(=O)Nc2c(-c3cccs3)c(=O)c3ccccc3n2C)cc1,-10,-6,-7,-7,-18,0.23,24,-9,3
Cc1ccc(Cl)cc1N1CCN(C(=O)C2CCN(S(=O)(=O)c3cccnc3)CC2)CC1,-3,6,-22,-14,-37,1.4,-14,-1,13
O=C1c2oc3ccccc3c(=O)c2C(c2cccc(O)c2)N1CCCN1CCOCC1 (stereo unspecified),4,18,-5,-31,-14,1.6,10,-2,17
Cn1nnnc1SCC(=O)NC(C)(C)C,-18,30,13,-10,-1,-0.3,24,9,-13
O=C(/C=C/c1ccccc1)N1CCN(CC(O)COc2ccccc2)CC1 (stereo unspecified),-3,-22,6,-16,6,1.2,-12,7,3
CCN(CC)S(=O)(=O)c1ccc2c(c1)nc(SC(C)C(N)=O)n2-c1ccc(OC)cc1 (stereo unspecified),6,19,3,-18,-7,-0.18,-9,-10,-17
CCCCOC(=O)Cn1c(=N)n(CCC)c2ccccc21,-10,-21,-9,-4,5,-0.36,-15,3,1
CCCOc1ccc(C(=O)Nc2ccc(N(C)C)cc2)cc1,-14,-53,7,12,-7,-0.34,-11,-10,-9
CCCc1nc2ccccc2[nH]1,/,12,-5,-9,-4,0.36,-9,9,23
C=CCOC(=O)/C(=C/c1ccco1)NC(=O)/C=C/c1ccccc1,1,-3,-7,-14,-3,1.3,27,-4,2
COC(=O)CSc1snnc1-c1ccc(Cl)cc1Cl,2,12,7,-6,-10,-1.5,-8,-1,-14
COc1ccc2cc(/C=N/NC(=O)CSCc3ccc([N+](=O)[O-])cc3)c(Cl)nc2c1,4,-15,18,0,-11,0.037,-12,-7,-10
CC1CCc2cc(F)cc3c(O)c(C(=O)NCc4ccco4)c(=O)n1c23 (stereo unspecified),7,-6,-15,-18,-19,-0.12,16,11,0
O=C(NCc1n[nH]c(=S)n1-c1cccc(Cl)c1)c1ccc(S(=O)(=O)N2CCCC2)cc1,1,9,16,-18,-8,1.1,0,5,2
CN(C)CCCNCCNC(=O)/C=N\O,-70,2,-5,-11,-17,-0.041,14,6,9
COCc1cc(=O)[nH]c2cc(NC(=O)C3CC3)c(C)cc12,-43,-18,10,-12,0,-0.59,-20,2,3
COc1ccc(C(C(=O)NC2CCCCC2)N(Cc2ccco2)C(=O)CNC(=O)c2ccco2)cc1 (stereo unspecified),-11,16,-5,-14,-5,1.4,7,/,-14
CCCS(=O)(=O)N1CCCC(C(=O)NCc2ccc3c(c2)OCO3)C1 (stereo unspecified),-61,6,18,-2,-6,-1.3,-2,-4,5
CCc1ccccc1N(CC)C(=O)c1cn(CC)c(=O)c2cc(OC)c(OC)cc12,0,4,/,-23,-13,-0.18,-32,10,9
CC(C)CCn1nc(C(=O)OC(C)C(=O)NC(N)=O)c2ccccc2c1=O (stereo unspecified),47,-9,1,6,4,/,-8,2,-18
CC(C)CNS(=O)(=O)c1ccc(S(=O)(=O)N2CCCN(Cc3ccccc3)C2)cc1,8,1,14,0,-8,0.84,-21,8,7
COc1ccc(CCCc2nnc(SCC(=O)Nc3nc(C)cs3)n2C)cc1,-16,-16,9,6,-5,-1.9,13,-4,27
COCCN(C(=O)c1ccco1)c1nnc(-c2ccc(OC)cc2)s1,-8,6,2,-2,-5,0.92,-36,-9,-10
CCN1CCN(S(=O)(=O)c2ccc(S(=O)(=O)N(CC)Cc3ccccc3)cc2)CC1,-7,/,-22,/,-8,0.054,17,4,/
CC(C)N(C(=O)CSc1nnnn1C1CCCC1)C(C)C,2,27,9,-9,-25,0.11,-1,-1,-1
COc1cc(OC)cc(N(C(=O)c2ccco2)C(C(=O)NC2CCCC2)c2ccc(N(C)C)cc2)c1 (stereo unspecified),-32,30,4,18,-10,1.9,10,-5,9
S=c1[nH]nc(Cc2sc(-c3ccccc3)nc2-c2ccccc2)o1,/,5,-16,-31,-13,/,12,0,8
CCCCNC(=O)Cn1c(=O)n(C)c2ccccc21,-40,-7,3,-9,-10,0.99,16,5,3
Cc1cccc(NC(=O)CCN2C(=O)C3C4CCC(C4)C3C2=O)c1C (stereo unspecified),-20,-6,24,-8,-21,-0.75,-26,-2,13
CCc1ccc(NC(=O)CC2NCCNC2=O)cc1 (stereo unspecified),5,1,7,-8,-10,-0.3,-10,1,12
CCOC(=O)C1=NN(N=O)C2(CC(=O)N(c3cc(C)cc(C)c3)C2=O)C1 (stereo unspecified),-12,5,-3,-18,-9,-1.2,10,-1,-5
O=C(CN1CCN(C2CCCCC2)CC1)Nc1ccccc1-c1ccccc1,2,19,/,-8,-1,/,-18,2,10
CC(=O)Oc1ccc(-c2csnn2)cc1,-12,4,2,-21,-2,-1.7,-35,10,4
COc1ccc(S(=O)(=O)N2Cc3ccccc3CC2C(=O)O)cc1 (stereo unspecified),-23,0,0,-3,-6,-0.34,-22,-2,-5
COc1ccc(CNC(=S)Nc2cccc(C)c2)cc1,1,/,-9,-52,-2,0.037,-4,8,7
CCn1c(N)c(C(=O)NC2CCCCC2)sc1=S,-46,-4,15,-9,-12,0.03,10,/,0
Cc1ccc(CNC(=O)c2oc3ccc(S(=O)(=O)N4CCOCC4)cc3c2C)cc1,-17,9,9,-31,-38,0.15,-4,-9,7
COC(=O)c1c[nH]n2c(=O)cc(C)nc12,5,-22,-2,-4,-3,-1.1,-6,4,-11
COC(=O)CSc1nc(SCc2ccccc2Cl)nc2c1CCCC2,-27,-19,2,-8,-1,0.99,-5,2,4
CCOc1ccc(NC(=O)CN2CCN(CC(=O)Nc3ccc(F)c(F)c3)CC2)cc1,-62,-1,-12,8,-6,-0.84,18,0,26
CC(=O)c1ccc(N(C)C)cc1,1,25,6,-23,0,0.44,3,-4,4
COc1ccc(N2CC(C(=O)NC3CC(C)(C)NC(C)(C)C3)CC2=O)cc1 (stereo unspecified),/,/,/,/,70*,0.072,10,3,/
O=S(=O)(c1ccc(Cl)cc1)N1CCN(C2CCCCCC2)CC1,-18,7,12,-21,-8,1.7,31,3,-5
COc1ccccc1OCCSc1nnnn1C1CCCCC1,12,-17,-7,12,-10,-0.086,5,/,1
COc1ccc(-c2ncncc2-c2csc(C)n2)c(O)c1,-16,2,0,-17,-2,-0.46,12,3,6
Clc1ccccc1Nc1ncnc2c1nnn2Cc1ccccc1,-2,5,7,-5,-3,-1.1,5,-7,11
Cc1cc(=O)oc(C)c1C(=O)Nc1ccc2nsnc2c1,/,-12,/,-36,15,0.14,12,1,18
c1cnc2ccc(C(c3nnnn3C3CCCC3)N3CCSCC3)cc2c1 (stereo unspecified),-16,-5,7,/,-18,1.6,-7,/,-25
Cc1cc2cc(C(c3nnnn3Cc3ccco3)N3CCCCC3)c(=O)[nH]c2cc1C (stereo unspecified),-7,-3,10,10,-2,0.13,-2,-1,8
Cc1cccn2c(=O)c3cc(C#N)c(=O)n(CCCN4CCOCC4)c3nc12,-10,7,-6,-20,-12,0.011,-8,2,17
O=C(C1=C(O)C(=O)N(c2ncccn2)C1c1cccc(Cl)c1)c1ccco1 (stereo unspecified),-10,-4,-4,8,-4,0.21,18,2,14
Cc1cccc(N(CC(=O)Nc2ccc(-c3nc4ccc(C)cc4s3)cc2)S(C)(=O)=O)c1,-24,30,7,-14,-18,-0.84,-20,0,-10
COc1cc(NC(=O)C2CCCCN2)ccc1OCC(C)C (stereo unspecified),-27,15,11,-1,-12,-0.6,3,8,9
# Following part
SMILES,HUVEC tox IL1B,cytoskel mod,sEH inh,TNFa cytotox,PLK1 kinase inh,DAT uptake mod,PLK1 PBD inh,Ecoli WT expand,VCAM1 TNFa inh
COc1cc(C(=O)O)ccc1OCC(=O)N1CCOCC1,3,-25,-12,-8,-13,0.028,6,-14,-7
Cc1ccc(CSCC(=O)N2CCOCC2)cc1,3,/,-3,-52,2,1.1,-10,0,19
O=C(/C=C(\O)c1ccc(Cl)cc1)C(=O)NNC(=O)C(O)(c1ccccc1)c1ccccc1,-11,-16,1,2,-5,0.0059,7,0,12
CCn1c(-c2cccnc2Cl)nc2cc(Cl)c(Cl)cc21,-20,20,5,-26,0,-1.5,-18,7,15
CCN(CC)S(=O)(=O)c1cccc(C(=O)NCCc2ccccc2)c1,13,-9,81*,-21,-4,1.3,9,/,7
COc1ccccc1N/C(=N/c1nc(C)cc(C)n1)NC(C)=O,-27,11,7,-33,-13,-1.4,16,-8,11

# Sorted by heavy-atom count (rising): eleven of the compounds above.
SMILES,HUVEC tox IL1B,cytoskel mod,sEH inh,TNFa cytotox,PLK1 kinase inh,DAT uptake mod,PLK1 PBD inh,Ecoli WT expand,VCAM1 TNFa inh
Cc1ccc(CSCC(=O)N2CCOCC2)cc1,3,/,-3,-52,2,1.1,-10,0,19
CCn1c(-c2cccnc2Cl)nc2cc(Cl)c(Cl)cc21,-20,20,5,-26,0,-1.5,-18,7,15
Cc1cc(=O)oc(C)c1C(=O)Nc1ccc2nsnc2c1,/,-12,/,-36,15,0.14,12,1,18
COc1cc(NC(=O)C2CCCCN2)ccc1OCC(C)C (stereo unspecified),-27,15,11,-1,-12,-0.6,3,8,9
COc1ccccc1OCCSc1nnnn1C1CCCCC1,12,-17,-7,12,-10,-0.086,5,/,1
Clc1ccccc1Nc1ncnc2c1nnn2Cc1ccccc1,-2,5,7,-5,-3,-1.1,5,-7,11
CCN(CC)S(=O)(=O)c1cccc(C(=O)NCCc2ccccc2)c1,13,-9,81*,-21,-4,1.3,9,/,7
O=C(C1=C(O)C(=O)N(c2ncccn2)C1c1cccc(Cl)c1)c1ccco1 (stereo unspecified),-10,-4,-4,8,-4,0.21,18,2,14
Cc1cccn2c(=O)c3cc(C#N)c(=O)n(CCCN4CCOCC4)c3nc12,-10,7,-6,-20,-12,0.011,-8,2,17
Cc1cc2cc(C(c3nnnn3Cc3ccco3)N3CCCCC3)c(=O)[nH]c2cc1C (stereo unspecified),-7,-3,10,10,-2,0.13,-2,-1,8
O=C(/C=C(\O)c1ccc(Cl)cc1)C(=O)NNC(=O)C(O)(c1ccccc1)c1ccccc1,-11,-16,1,2,-5,0.0059,7,0,12

# 3 entries already listed, sorted by length of the SMILES, lowest first:
SMILES,HUVEC tox IL1B,cytoskel mod,sEH inh,TNFa cytotox,PLK1 kinase inh,DAT uptake mod,PLK1 PBD inh,Ecoli WT expand,VCAM1 TNFa inh
Cc1ccc(CSCC(=O)N2CCOCC2)cc1,3,/,-3,-52,2,1.1,-10,0,19
COc1cc(C(=O)O)ccc1OCC(=O)N1CCOCC1,3,-25,-12,-8,-13,0.028,6,-14,-7
CCn1c(-c2cccnc2Cl)nc2cc(Cl)c(Cl)cc21,-20,20,5,-26,0,-1.5,-18,7,15
